PG9 Ab binder = binders of HIV-1 gp120 antibody PG9, primary screen, biochemical, TR-FRET; HIV-1 gp120 / PG9 antibody interaction; TR-FRET gp120-PG9 antibody binding; inhibition, % at 6.7 µM; hit rate 0.43% among 360,000; AID 624416, 2012; in the data active = inhibition above about 8.5%
PRMT1 inh = PRMT1 methyltransferase inhibitors, primary screen, biochemical, fluorescence polarization | Protein arginine N-methyltransferase 1 (Homo sapiens), Q99873 | recombinant PRMT1, activity-based probe fluorescence polarization | inhibition, % at 2.79 µM | hit rate 1.3% among 370,000 | AID 652257, 2013;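 active = inhibition above about 21% made by adding two undisclosed values, limit read from the data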
MBD2 inh = inhibitors of MBD2 binding to methylated DNA, primary screen, biochemical, TR-FRET, DNA-binding domain, human. MBD2 binding to methylated oligonucleotide. inhibition, % at 4.4 µM. hit rate 0.31% among 370,000; in the data active = inhibition above about 13%
UHRF1 binding = UHRF1 methylated DNA binding inhibitors, primary screen, counter-screen for MBD2 inhibitor project, biochemical, TR-FRET, human UHRF1, single concentration; UHRF1 binding to methylated oligo; inhibition, % at 4.4 µM; hit rate 0.75% among 370,000; in the data active = inhibition above about 21%;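 also: UHRF1 SRA domain binding a hemimethylated CpG hairpin DNA probe; 0% = median of test compound wells and 100% = reference inhibitor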
rCAG binder = binders of r(CAG) RNA repeats, primary screen, biochemical, fluorescence; r(CAG) RNA repeat, TO-PRO-1 dye displacement fluorescence; inhibition, % at 3 µM; hit rate 1.3% among 370,000;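 active = inhibition above the plate cutoff, the mean of all test compounds on that plate plus 3 SD, cut at about 35% in these data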;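 also: 0% = DMSO alone and 100% = 100 µM mitoxantrone as full dye displacement; higher means more dye released from RNA so lower well fluorescence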
TCR-CD3 inh = inhibitors of human TCR-CD3 interaction, primary screen, biochemical, fluorescence, TAMRA-labeled TCR probe | T-cell receptor (TCR) | inhibition, % at 9.4 µM | hit rate 0.37% among 360,000 | AID 651800, 2012; in the data active = inhibition above about 19%;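 also: recombinant mutant TCR 2C K166C tagged with TAMRA read by polarization; 0% = receptor in buffer alone and 100% = receptor with positive control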
ABHD4 inh = ABHD4 inhibitors, primary screen, biochemical, fluorescence polarization, mouse | (Lyso)-N-acylphosphatidylethanolamine lipase (Mus musculus), Q8VD66 | inhibition, % at 8.92 µM | hit rate 0.54% among 370,000 | AID 720543, 2013 | purified mABHD4, FP-Rh probe fluorescence polarization;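 active = inhibition exceeding the mean over every tested compound plus 3 SD, cut at about 30% in these data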;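 also: 0% = plate median of compound wells and 100% = S159A mutant with DMSO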
Target sequence (Q8VD66 whole entry, looked up): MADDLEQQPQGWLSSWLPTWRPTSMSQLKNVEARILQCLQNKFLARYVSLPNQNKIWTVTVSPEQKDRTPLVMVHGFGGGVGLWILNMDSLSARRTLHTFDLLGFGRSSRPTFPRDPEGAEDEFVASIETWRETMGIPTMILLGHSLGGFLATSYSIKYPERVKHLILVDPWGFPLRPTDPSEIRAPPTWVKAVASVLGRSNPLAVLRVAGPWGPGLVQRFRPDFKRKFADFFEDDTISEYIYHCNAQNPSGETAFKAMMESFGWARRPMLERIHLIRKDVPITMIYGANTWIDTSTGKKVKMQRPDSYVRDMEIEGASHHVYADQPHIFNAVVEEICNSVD
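Test system: mABHD4 protein; Read-out basis: % inhibition; Incubation: 45 min + 60 min at 25 °C; Repeats: single replicate; Technique: fluorescence polarization with parallel and perpendicular emission, 525/598 nm; Compound: 8.92 µM, single dose; Benchmarks: full inhibition S159A mutant plus DMSO, zero as sample-well median.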
LEDGF integ inh = blockers of LEDGF/p75-dependent integrase strand transfer – biochemical, TR-FRET, high throughput, primary screen; inhibition, % at 3.7 µM; TR-FRET IN-LEDGF/p75 DNA integration, Eu/Cy5; HIV-1 integrase (with human LEDGF/p75); AID 743269, 2014; hit rate 0.64% among 370,000;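 active = inhibition above the screen-wide mean plus 3 SD, cut at about 13% in these data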;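 also: signal is the Cy5 over europium emission ratio at 671 and 618 nm; 0% = plate median of compound wells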
HTRA1 inh = HTRA1 serine protease inhibitors, primary screen, biochemical, fluorescence polarization, HTS; recombinant HTRA1, FP-rhodamine activity-based probe; inhibition, % at 5.96 µM; hit rate 0.5% among 340,000; AID 504803, 2011; in the data active = inhibition above about 36%;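 also: 0% = enzyme with DMSO and 100% = wells lacking enzyme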
Target sequence (Q92743 whole entry, looked up): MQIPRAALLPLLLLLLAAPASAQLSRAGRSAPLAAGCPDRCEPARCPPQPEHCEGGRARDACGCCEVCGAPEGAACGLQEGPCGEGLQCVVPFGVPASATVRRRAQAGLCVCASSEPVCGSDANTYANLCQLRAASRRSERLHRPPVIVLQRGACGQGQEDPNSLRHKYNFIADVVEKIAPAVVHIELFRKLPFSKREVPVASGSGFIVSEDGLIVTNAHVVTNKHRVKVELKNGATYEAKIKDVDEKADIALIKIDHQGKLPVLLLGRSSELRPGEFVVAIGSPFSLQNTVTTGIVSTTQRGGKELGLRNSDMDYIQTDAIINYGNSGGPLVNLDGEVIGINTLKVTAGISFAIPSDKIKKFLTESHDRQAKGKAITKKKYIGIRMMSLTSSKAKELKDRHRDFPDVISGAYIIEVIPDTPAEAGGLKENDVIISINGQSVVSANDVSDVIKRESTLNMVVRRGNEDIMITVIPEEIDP
NR1D1 modulator = modulators of Rev-erb alpha DNA binding, primary screen, biochemical, FITC-DNA, fluorescence polarization, uHTS; activity, % at 10 µM; hit rate 0.79% among 370,000; Nuclear receptor subfamily 1 group D member 1 (Homo sapiens), P20393; Rev-erbα–FITC-DNA binding, 90 min;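 active = activity above about 14%, limit read from the data; passing the limit was not always enough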;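 also: 0% = DMSO wells with 35 nM protein and 100% = DMSO wells with 750 nM protein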
Starred values were filed as active, the others as inactive; / = not tested or not shown; & = joins results of further samples. Not all compounds are listed; count on the stated rates, not on these rows.

SMILES	PG9 Ab binder	PRMT1 inh	MBD2 inh	UHRF1 binding	rCAG binder	TCR-CD3 inh	ABHD4 inh	LEDGF integ inh	HTRA1 inh	NR1D1 modulator
COc1ccc(NS(=O)(=O)c2cc(NC(=O)c3ccc(S(=O)(=O)N(C)C)cc3)ccc2N2CCOCC2)cc1	2.3	1	-2	0	17	2	-42	-4	-34	2
CCOC(=O)Cn1nnc2c(sc3nc4c(c(-c5ccccc5)c32)CCC4)c1=O	0.1	4	-4	4	3	1	4	2	-3	4
O=C(COC(=O)c1cc(-c2ccco2)nc2ccccc12)NCc1ccc2c(c1)OCO2	1.8	35*	0	6	38*	1	1	-1	-27	-5
CCc1sc(C(=O)NCc2cc(C)n(C)n2)cc1Br	-0.9	-2	5	5	0	-6	-7	4	-1	-1
Cc1ccc(-n2nc3c(=O)n(CCCC(=O)NCCN4CCN(C)CC4)nc(C)c3c2C)cc1	-1.2	-6	-6	-1	-5	-3	0	-4	-1	-2
CCOC(=O)c1ccc(N2CN(CCc3ccccc3)CNC2=S)cc1	1.2	0	-1	1	0	6	2	0	-3	2
Clc1ccc(-c2nnsc2SCc2ccccc2)cc1	-1.5	-5	-2	0	-1	-3	-10	3	-12	3
COc1ccc(NC(=S)NC23CC4CC(CC(C4)C2)C3)cc1OC	-0.6	1	1	-1	-4	-3	11	-1	8	0
CCCn1nc(C(=O)Nc2cc(C(=O)OC)ccc2C)c2ccccc2c1=O	-1.2	-2	-3	-2	-1	0	-1	1	8	2
Cc1ccc(S(=O)(=O)C2(C(=O)N3CCN(c4ccccc4F)CC3)CC2)cc1	0.0	4	6	5	-3	0	-4	1	0	0
O=C(COC(=O)/C=C/c1ccc(OC(F)F)cc1)Nc1ccc2[nH]c(=O)[nH]c2c1	2.2	-5	-5	0	2	0	-31	4	-9	-3
CC(Sc1n[nH]c(N)n1)C(=O)Nc1cccc2ccccc12 (stereo not drawn)	-1.8	-1	1	-2	5	5	0	1	9	-2
O=C(CCC(=O)N1CCN(c2ccc(Cl)c(Cl)c2)CC1)c1ccccc1	-0.6	4	-4	-1	-2	9	-6	1	-15	3
Cc1cc(Br)cn2c(Cc3cccc(F)c3)c(-c3ccco3)nc12	1.9	35*	-5	3	24	11	7	5	/	-5
Cc1cc(C(=O)N2CCCC(C(=O)c3cccc(C(F)(F)F)c3)C2)nc(C)n1 (stereo not drawn)	-0.6	-2	-2	-2	-5	-4	1	-4	2	-2
CC(=O)NC(Cc1c[nH]c2ccccc12)C(=O)O (stereo not drawn)	-0.6	-5	1	-2	0	9	-3	2	0	2
NS(=O)(=O)c1ccc(CCNc2nc3c(-c4cccc(F)c4)nnn3c3ccccc23)cc1	-0.6	0	1	-2	4	0	6	0	-1	82*
CCCCOc1ccc(NC(=O)C(=O)NCCCn2ccnc2)cc1	-0.5	1	1	-1	-5	2	1	-2	-4	-2
CSCCC(NC(=O)c1ccccc1Cl)C(=O)NCC(c1cccs1)N(C)C (stereo not drawn)	-0.8	-1	6	-2	-4	7	3	0	4	2
COc1cccc(N2CC(O)Cn3c2nc2c3c(=O)[nH]c(=O)n2C)c1 (stereo not drawn)	-1.8	0	3	11	-1	-3	8	-4	4	3
COCCNC(=S)N(C)[C@H]1C[C@H]2c3[nH]c4ccccc4c3CCN2C[C@H]1[C@H](C)O	-0.8	7	-3	-4	1	10	1	2	/	3
Cc1sc2nc(C3CC3)nc(NCCNS(C)(=O)=O)c2c1C	-0.8	0	4	2	-2	-1	6	1	-4	-1
O=c1c2nnn(-c3ccccc3)c2ncn1C/C=C/c1ccccc1	-1.5	-1	1	-2	1	-3	-9	3	4	-5
CCN(c1ccccc1)S(=O)(=O)c1ccc(C(=O)Nc2cc(C)ccn2)cc1	-1.4	1	-3	-3	0	2	-5	2	-23	-2
Cc1noc(C)c1NC(=O)Nc1ccc2c(c1)C(=O)N([C@@H](C)CO)C[C@@H](C)[C@H](CN(C)C(=O)Nc1cccc3ccccc13)OCCCC[C@H](C)O2	0.9	0	-6	-3	10	4	1	4	-2	-6
O=C(NN=C1CCCC1)c1cc(Cl)cc(Cl)c1O	0.8	3	-2	-3	28	3	16	-3	10	0
COc1ccc(N(CC(=O)Nc2ccc(S(=O)(=O)N3CCOCC3)cc2)S(=O)(=O)c2ccc(F)cc2)cc1	-1.6	2	4	-1	13	-1	-19	0	-22	4
O=C(CN(C1CC1)S(=O)(=O)c1ccc(S(=O)(=O)N2CCCCCC2)cc1)Nc1ccccc1	0.8	1	-7	0	-1	0	-5	4	2	2
Cc1ccc(NC(=O)c2ccc(S(=O)(=O)NCc3cccnc3)cc2)c(C)c1	-1.6	2	-2	3	3	4	0	-3	1	-7
CCOC(=O)N1CCN(C(=O)C2CCN(S(=O)(=O)c3cc(C)ccc3OC)CC2)CC1	0.1	-2	4	-3	-1	-5	1	3	2	-4
O=C(c1ccncc1)N(c1ccc2oc3c(c2c1)CCCC3)S(=O)(=O)c1cccc([N+](=O)[O-])c1	-0.1	0	1	6	5	0	7	2	-21	2
O=C(CC1Sc2ccccc2NC1=O)Nc1cccc(C(=O)O)c1 (stereo not drawn)	-0.7	-2	0	14	8	0	-5	8	4	-8
Cc1ccc(C(=O)N/C(=C/c2ccccc2)C(=O)NC(Cc2ccccc2)C(=O)O)cc1 (stereo not drawn)	2.6	2	10	20	10	0	1	3	5	3
Oc1cc(O)c2c(c1)O[C@H](c1ccc(O)c(O)c1)[C@@H](O)C2	-1.1	1	1	2	5	14	11	8	10	-7&5
COc1ccccc1-n1c(SCC(=O)N2CCCCC2)nc2cccnc21	-1.5	3	-3	-1	1	-1	13	0	5	0
Oc1ccc(NCc2ccc(OCc3ccccc3)cc2)cc1	-8.0	34*	-9	9	-32	30*	53*	7	47*	8
CCCCCNc1nc(NCCCO)c(C#N)c2c1CN(C)CC2	-4.4	5	1	-6	-16	4	8	3	1	-1
CCOC(=O)N1CCN(C(=O)c2cc(COc3cccc(C(F)(F)F)c3)on2)CC1	-0.1	5	-4	0	-9	2	3	-8	0	5
Cn1nc(C(F)(F)F)cc1-c1ccc(S(N)(=O)=O)s1	-0.9	-4	5	0	-3	2	-1	-1	6	1
O=C1C=C(c2ccc(O)cc2)C[C@@H](c2ccc(Cl)cc2)C1	-2.8	0	1	0	5	0	-34	5	-35	-1
COc1ccc(/C=C(/NC(=O)c2ccco2)C(=O)N2CCCCCC2)cc1OC	-3.8	-6	-2	-2	-6	5	3	3	2	-2
COC(=O)c1cc(=O)nc2sc(-c3ccccc3)nn12	-0.3	-2	2	-3	1	0	0	0	0	-9
COc1ccc(NC(=O)C2(C)CCN2Cc2ccc(OC(F)(F)F)cc2)cc1OC (stereo not drawn)	-1.0	3	-7	0	-2	6	3	-1	/	2
CCCCN1CC(COCc2ccccc2)Oc2cccc(OCc3ccc(OC)cc3)c2S1(=O)=O (stereo not drawn)	0.4	0	0	0	9	4	-7	-2	-22	2
O=C(c1cccs1)N(Cc1ccc(F)cc1)C1CCS(=O)(=O)C1 (stereo not drawn)	-0.6	6	9	3	-7	5	-9	-3	8	1
CN(C)N1C(N)=C(C#N)C(c2ccccc2)C2=C1CC(C)(C)CC2=O (stereo not drawn)	1.1	5	6	1	-4	-6	-7	0	-2	-5
CCN(C(=O)COC(=O)CCNS(=O)(=O)c1ccccc1F)c1c(N)n(Cc2ccccc2)c(=O)[nH]c1=O	-1.7	-3	0	0	0	-2	-1	9	-3	2
COc1ccc(CNc2cc([N+](=O)[O-])ccc2OC)cc1	-3.4	-2	-5	-4	2	6	-1	-1	-6	/
O=C1NC2(CCCCC2)N(C(=O)c2ccccc2)C2=C1CCCC2	-1.4	-4	5	-2	-4	0	-1	1	-6	/
COc1ccc(OC)c(/C=C/C(=O)OCC(=O)N2C(C)CCCC2C)c1 (stereo not drawn)	-0.2	-2	2	1	-2	-5	-2	-2	-2	-11
COc1ccc(NC(=O)c2oc3ccccc3c2C)c(OC)c1	-1.2	-3	-2	-2	3	1	-1	2	-4	7
Cc1nc2nc(SCC(=O)O)nn2c(C)c1Cc1ccccc1Cl	-1.7	-1	-5	-1	3	0	-8	6	-2	-9
Cc1ccc(-c2c(C)c(-c3ccc(F)cc3)nc(N)c2C#N)o1	-2.8	0	19*	-3	-2	3	-5	2	-2	-2
CN1C(=S)SC(/[N+]([O-])=C\c2ccco2)C1(C)C (stereo not drawn)	-2.1	-2	-3	1	3	-2	-7	-2	4	4
O=C1NCCc2cc3c(cc21)OCO3	-0.6	-1	-2	-3	-3	3	2	-1	-2	5
Cn1ccnc1Sc1ccc(C(N)=O)cc1[N+](=O)[O-]	0.3	8	6	7	-4	-4	-12	-7	0	-7
Cc1nn(Cc2ccc([N+](=O)[O-])cc2)c(=O)n1-c1ccccc1Cl	-0.5	-3	-1	-1	-4	2	6	0	-2	1
Cc1nc2ccccc2c(=O)n1NC(=O)COc1ccccc1	0.7	1	2	1	1	-4	4	5	4	-1
CCCCCCn1c(NCC)nc2c1c(=O)n(C)c(=O)n2C	0.3	0	-1	-1	-6	12	-3	-3	-5	-2
CCC1NC(=O)c2cccnc2-n2c1nc1ccc(C)cc1c2=O (stereo not drawn)	-1.7	0	4	1	0	-2	4	-4	4	0
Continued.
SMILES	PG9 Ab binder	PRMT1 inh	MBD2 inh	UHRF1 binding	rCAG binder	TCR-CD3 inh	ABHD4 inh	LEDGF integ inh	HTRA1 inh	NR1D1 modulator
Cc1oc(-c2cccc(Cl)c2)[n+]([O-])c1C	-2.4	-2	2	4	5	7	-3	2	0	2
Cc1cc(S(=O)(=O)Nc2ccc(C(=O)NCCCN3CCCC3=O)cc2)ccc1F	0.6	-4	2	1	-2	10	1	-3	1	5
CSc1nc(C)[nH]c(=O)c1C#N	-2.4	-3	1	0	1	6	-6	0	5	0
O=C1CN(C(=O)CSc2nnc(Nc3ccccc3)s2)c2ccccc2N1	-1.6	-2	0	3	7	-3	-5	-2	1	-4
CCCOc1ccc(/C=C/C(=O)NC2CCCCC2)cc1	-1.8	-1	2	2	-8	-3	-2	-3	-7	-2
CCOC(=O)c1cnc2ccc(C)cc2c1Sc1ccccc1C(=O)OC	2.7	3	-2	-1	-3	-8	-1	1	-10	11
